High-throughput results (PubChem)
BLM inh – blocks DNA unwinding by human BLM helicase; P54132; recombinant BLM DNA unwinding, fluorescence dequenching; Potency, µM (highest dose often 56.1 µM), for the others: top-dose activity change, negative = inhibition, actives largely listed as inhibitors; 0.2% of 350,000 active;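 also: potency is read from the fitted curve at half-maximal effect; plate controls were vehicle for no effect and no enzyme for full effect; nearly all actives have a fitted effect of over 35% in size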
Tb PGK inh – inhibitors of T. brucei phosphoglycerate kinase | 0.043% of 380,000 active | Potency, µM (titrated, usually from 57.5 µM), without a hit: at the top dose activity change, negative = inhibition, actives largely listed as inhibitors | PGK/GAPDH coupled, Kinase-Glo luminescence, 60 min | P07378; also: potency is read from the fitted curve at half-maximal effect; % is scaled to controls: 0 for no effect and ±100 for the full control effect; nearly all actives have a fitted effect of over 60% in size
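Luminescent ATP detection (Kinase-Glo Plus) follows a 60-minute room-temperature incubation, with wells lacking PGK as controls. Buffer: 100 mM TEA (pH 7.6), 5 mM MgCl2, 0.01% Tween-20. Coupling enzyme GAPDH (100 nM final) supplies unstable 1,3-BPG in-well.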
RXFP1 antag – RXFP1 (human) relaxin receptor antagonism; activity change, negative = inhibition, % at 57.5 µM; AID 1259400; HEK293-RXFP1, relaxin-stimulated cAMP HTRF, 30 min; active compounds read low; 0.59% of 350,000 active; Q9HBX9;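 active = activity change of -60% or lower, but not beyond a set lower limit; inconclusive = change between -60% and -40%, or beyond the set limit; inactive = change above -40%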; also: % is scaled to controls: 0 for no effect and ±100 for the full control effect
POLH inh – inhibitors of human DNA polymerase eta; Q9Y253; recombinant Pol eta, fluorescent DNA replication assay; Potency, µM (doses to about 114 µM), inactives show at the highest dose activity change, negative = inhibition, usual class: inhibitors; 1.2% of 390,000 active; AID 588591; also: potency is read from the fitted curve at half-maximal effect; % is scaled to controls: 0 for no effect and ±100 for the full control effect
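Pol eta at 10 nM preincubated with compounds 15 min at room temperature; reaction started with fluorescent substrate (50 nM final) and read kinetically at 0 and 10 min.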
Pol kappa inh – blocks human DNA polymerase kappa activity; Q9UBT6; purified Pol kappa, fluorescent DNA synthesis assay, 10 min; Potency, µM (highest dose often 107 µM), for inactives: at the top dose activity, negative = inhibition, actives largely listed as inhibitors; 0.53% of 400,000 active; AID 588579; also: potency is read from the fitted curve at half-maximal effect; % is scaled to controls: 0 for no effect and ±100 for the full control effect
Target sequence (Q9UBT6 whole entry, looked up): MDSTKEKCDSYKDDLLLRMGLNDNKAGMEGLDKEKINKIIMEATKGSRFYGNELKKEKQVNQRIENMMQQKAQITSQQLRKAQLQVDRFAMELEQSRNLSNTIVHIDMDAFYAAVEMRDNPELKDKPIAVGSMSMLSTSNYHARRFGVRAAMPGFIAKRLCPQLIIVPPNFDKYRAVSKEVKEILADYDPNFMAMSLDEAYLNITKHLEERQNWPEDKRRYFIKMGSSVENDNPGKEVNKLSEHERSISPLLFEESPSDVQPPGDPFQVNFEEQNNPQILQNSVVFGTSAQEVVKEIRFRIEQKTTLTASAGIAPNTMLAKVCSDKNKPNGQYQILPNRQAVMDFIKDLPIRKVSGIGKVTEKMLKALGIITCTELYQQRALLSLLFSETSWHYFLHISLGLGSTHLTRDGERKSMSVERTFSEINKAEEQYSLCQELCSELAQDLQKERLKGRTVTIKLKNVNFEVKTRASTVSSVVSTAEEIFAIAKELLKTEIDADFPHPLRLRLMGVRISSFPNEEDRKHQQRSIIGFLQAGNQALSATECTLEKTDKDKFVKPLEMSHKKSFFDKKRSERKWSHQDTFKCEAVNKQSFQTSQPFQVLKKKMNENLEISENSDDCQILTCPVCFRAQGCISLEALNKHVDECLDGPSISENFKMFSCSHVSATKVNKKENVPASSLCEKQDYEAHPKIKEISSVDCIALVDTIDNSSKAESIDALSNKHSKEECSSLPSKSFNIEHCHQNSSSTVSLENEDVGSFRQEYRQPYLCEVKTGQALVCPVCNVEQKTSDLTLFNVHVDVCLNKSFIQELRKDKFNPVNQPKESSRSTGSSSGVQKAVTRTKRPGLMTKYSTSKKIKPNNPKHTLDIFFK
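Inhibition of 10 nM Pol kappa is measured by a fluorescent read-out at 0 and 10 min following addition of 50 nM substrate (final), with a 15-min room-temperature compound preincubation.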
APEX1 inh – APE1 (human) endonuclease inhibition; P27695; recombinant APE1, TAMRA/BHQ-2 abasic DNA cleavage fluorescence; Potency, µM (highest dose often 65.8 µM), inactives show at the top dose activity change, negative = inhibition, hits mostly inhibitors; 0.35% of 350,000 active; AID 2517;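 also: potency is read from the fitted curve at half-maximal effect; plate controls were vehicle for no effect and reference inhibitor for full effect; nearly all actives have a fitted effect of over 55% in size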
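APE1 at 0.75 nM final was preincubated with compound 15 min at room temperature, then 50 nM double-stranded THF abasic-site substrate (5'-TAMRA/3'-BHQ-2) was added. Fluorescence (ex 525/em 598 nm) was read kinetically; third-minus-first read gave activity.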
Pol beta inh – inhibitors of human DNA polymerase beta; P06746; Pol beta primer extension/strand displacement, fluorescence kinetic; Potency, µM (series often up to 114 µM), inactives show at the top dose activity change, negative = inhibition, hits mostly inhibitors; 1.3% of 340,000 active; also: potency is read from the fitted curve at half-maximal effect; % is scaled to controls: 0 for no effect and ±100 for the full control effect
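Values derive from four-parameter Hill fits of normalized kinetic data: reads at 0 and 10 min following addition of 50 nM substrate to 10 nM Pol beta preincubated 15 min with compound.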
Anesthetic bind – binds horse apoferritin like a general anesthetic. P02791. apoferritin/1-aminoanthracene competitive binding, fluorescence. Potency, µM (titrated, usually from 77.5 µM), for the others: at the highest dose activity change, negative = displacement, usual class: inhibitors. 0.074% of 350,000 active. AID 485281; also: potency is read from the fitted curve at half-maximal effect; % is scaled to controls: 0 for no effect and ±100 for the full control effect; nearly all actives have a fitted effect of over 20% in size
Target sequence (P02791 2-175 limits assumed): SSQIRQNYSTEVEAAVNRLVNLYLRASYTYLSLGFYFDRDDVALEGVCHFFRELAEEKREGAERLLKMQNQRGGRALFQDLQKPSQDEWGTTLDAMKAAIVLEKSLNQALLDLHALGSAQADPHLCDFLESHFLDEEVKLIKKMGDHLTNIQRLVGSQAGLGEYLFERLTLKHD
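Read-out: endpoint 1-AMA fluorescence, excitation 380 nm and emission 535 nm, after compounds sit 10 min at room temperature with 10 uM horse-spleen apoferritin in 50% saturated 1-AMA/PBS. Values come from four-parameter Hill fits.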
POLI inh – DNA polymerase iota (human) inhibition. 1% of 390,000 active. Pol iota fluorescent replication assay, 10 min. Q9UNA4. Potency, µM (top dose mostly 115 µM), for inactives: at the top dose activity, negative = inhibition, usual class: inhibitors; also: potency is read from the fitted curve at half-maximal effect
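Pol iota at 10 nM preincubated 15 min with compounds at room temperature; reaction started with fluorescent substrate, 50 nM final. Fluorescence read kinetically at 0 and 10 min; buffer-only wells as negative control.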
Active calls of the source: *; i = inactive; ? = inconclusive; . = not tested or not shown; [ ] = another dose, or the depositor's remark. Unless noted, calls follow the shape of the dose curve; as a rule, active = well fitted curve in the direction sought with a large enough effect; inconclusive = small, poorly fitted or top-dose-only effect, or another doubt; inactive = no such curve, though single readings can be large; an effect the other way counts as inactive or inconclusive.

SMILES	BLM inh	Tb PGK inh	RXFP1 antag	POLH inh	Pol kappa inh	APEX1 inh	Pol beta inh	Anesthetic bind	POLI inh
S=C1Nc2ccccc2Sc2ccc(Cl)cc21	-3%	1%	?	-18%	-7%	2%	-27%	-8%	39%[activator]
Cc1ccc(C)c(OC(=O)CSc2nnc(-c3ccc4c(c3)OCO4)o2)c1	1%	-6%	-2	-12%	-18%	.	2%	5%	16%
COc1ccc(OC)c(Nc2nc(N)nc(CCl)n2)c1	-2%	3%	-6	-16%	-16%	1%	15%	30%	33%[activator]
CN(C)/C=C/C(=O)c1ccn(S(=O)(=O)c2ccccc2)c1	-4%	-2%	-34	-1%	-52%	2%	1%	0%	-15%
Cn1cnnc1SC(C(=O)c1ccccc1)c1ccccc1 (stereo not given)	2%	-2%	4	6%	-4%	-2%	-26%	-23%	?
CCOC(=O)/C(C#N)=C/c1c(N2CCN(C)CC2)nc2ccccn2c1=O	3%	-4%	-2	1%	-15%	14%	-17%	-2%	67%[activator]
COC(=O)CN1C(=O)c2cccc3cccc1c23	-1%	5%	0	-7%	-7%	-5%	?	66%[activator]	20%
CC1CCN(C(=O)c2[nH]cnc2C(=O)NC2CCN(C(=O)OC(C)(C)C)CC2)CC1	.	-3%	.	-1%	0%	4%	.	.	-9%
Cc1n(CC(O)COCc2ccccc2)c2ccccc2[n+]1C (stereo not given)	2%	8%	-4	-7%	-8%	-6%	-13%	-5%	?
NC(=O)CN1CCN(C(=O)NC2CCCCC2)CC1	4%	-12%	-14	-9%	22%	-3%	32µM*	-4%	12%
Cc1ccc(NC(=S)NC(=O)c2ccc(-c3ccc(Cl)cc3)o2)c(O)c1	-2%	i	-2	-16%	-4%	5%	?	?	-17%
CCc1cccc(NC(=O)CSc2ncc3c(n2)-c2cc(Cl)ccc2N(C)S3(=O)=O)c1	-6%	i	-3	-1%	-4%	.	-17%	3%	-5%
O=C(C1CCCC1)N1CCN(S(=O)(=O)c2ccc(Cl)cc2)CC1	-4%	-5%	7	-13%	-2%	13%	21%	-14%	1%
CC1CCN(c2nc3c(c(=O)n(C)c(=O)n3C)n2CCSc2nc3ccccc3o2)CC1	-4%	.	.	.	.	3%	2%	2%	.
O=C1CCCc2cc(S(=O)(=O)N3CCCC(C(=O)NCc4ccccc4)C3)ccc2N1 (stereo not given)	-4%	7%	.	-13%	-2%	.	-5%	-4%	5%
Cc1ccccc1CNC(=O)CN1C(=O)C2CCCCN2c2ccc(C(=O)N3CCCC3)cc21 (stereo not given)	0%	7%	-4	-6%	-4%[60.1 µM]	.	61%	-11%	8%
CC(C)C(NS(=O)(=O)c1c(Cl)cccc1Cl)C(=O)OCC(=O)c1c[nH]c2ccccc12 (stereo not given)	-8%	-2%	5	-20%	-22%	-9%	14%	-7%	0%
NS(=O)(=O)c1ccc(NCc2cc(Cl)ccc2OCc2ccccc2F)cc1	-15%	-3%	0	-17%	-14%	-5%	7%	-1%	-15%[58.9 µM]
Cc1ccc(C(=O)Nc2ccnc(-c3cccnc3)n2)cc1	1%	-3%	6	2%	-12%	-6%	-7%	-9%	10%
COc1ccc(C2C(C(C)=O)=C(O)C(=O)N2c2nc3ccccc3s2)cc1OC (stereo not given)	0%	-2%	-10	-8%	-3%	-1%	7%	-13%	-28%
Nn1cc(-c2ccccc2)nc1SCC(=O)NCC(F)(F)F	1%	-7%	-5	-5%	9%	?	0%	-1%	23%
N#Cc1cc(C(=O)c2cc(F)ccc2O)cn(-c2nccs2)c1=O	-23%	-5%	-23	28µM*	?	-4%	18µM*	2%	?
COC(=O)[C@]1(C)N[C@H](c2ccc(-c3ccc(F)cc3)cc2)[C@@H]2C(=O)N(C)C(=O)[C@@H]21	.	-6%	.	-21%	5%	12%	.	.	23%
CCOC(=O)N1CCN(C(=O)CSc2ccc(Cl)cc2)CC1	-4%	3%	9	-3%	-16%	0%	30%	-11%	17%
CC1CCCN(C(=O)CSc2nnc(-c3ccncc3)n2C)C1 (stereo not given)	3%	-3%	5	-23%	-12%	-1%	53%	-7%	48%[activator]

Looked up above.
Tb PGK inh with `O=C1CCCc2cc(S(=O)(=O)N3CCCC(C(=O)NCc4ccccc4)C3)ccc2N1` (stereo not given) : 7%
POLI inh with `COC(=O)CN1C(=O)c2cccc3cccc1c23` : 20%
APEX1 inh with `Cc1ccc(NC(=S)NC(=O)c2ccc(-c3ccc(Cl)cc3)o2)c(O)c1` : 5%
APEX1 inh with `COC(=O)[C@]1(C)N[C@H](c2ccc(-c3ccc(F)cc3)cc2)[C@@H]2C(=O)N(C)C(=O)[C@@H]21` : 12%

One compound at a time (already shown):
CC1CCN(c2nc3c(c(=O)n(C)c(=O)n3C)n2CCSc2nc3ccccc3o2)CC1 is entered as BLM inh = -4%; Tb PGK inh = .; RXFP1 antag = .; POLH inh = .; Pol kappa inh = .; APEX1 inh = 3%; Pol beta inh = 2%; Anesthetic bind = 2%; POLI inh = .
Cc1n(CC(O)COCc2ccccc2)c2ccccc2[n+]1C (stereo not given) is entered as BLM inh = 2%; Tb PGK inh = 8%; RXFP1 antag = -4; POLH inh = -7%; Pol kappa inh = -8%; APEX1 inh = -6%; Pol beta inh = -13%; Anesthetic bind = -5%; POLI inh = ?

(cont.)
Screens in order: BLM inh	Tb PGK inh	RXFP1 antag	POLH inh	Pol kappa inh	APEX1 inh	Pol beta inh	Anesthetic bind	POLI inh
> CC12Cc3ccc4ccccc4c3C=C1C[N+](C)(C)C2 (stereo not given)
  -2%	0%	5	-1%	-8%	-1%	4%	-15%	1%
> C(=NN1CCCCCC1)c1ccc2c(c1)OCO2
  .	-18%	-6	-12%	-8%	.	.	.	89%[activator]
> O=C(Nc1nc2ccc(Cl)cc2s1)[C@@H]1CCCN1C(=O)c1cccs1
  -7%	-7%	-7	?	-1%	-4%	-9%	-7%	10%
> Cn1c(SCC(=O)NC2CCCCC2)nnc1-c1ccc(N)cc1
  -4%	-1%	-3	-18%	0%	10%	30%	-6%	81%[activator]
> O=C(CSc1nc2c(sc3ccccc32)c(=O)n1CCCC(=O)NC1CCCC1)Nc1ccc(F)cc1
  -2%	6%	14	4%	-1%	.	-2%	-5%	29%
> COc1ccc(-c2nc3ccccc3o2)cc1NC(=O)Cc1ccc(Cl)cc1
  -5%	i	.	-2%	0%	.	2%	-6%	14%
> CCOC(=O)c1c(NC(=O)CCCOc2ccccc2C)sc2c1CCC(C)C2 (stereo not given)
  -7%	-5%	1	-14%	1%	.	3%	-14%	-14%
> COc1ccc(NC(=O)Cn2c(=O)n(CC(=O)NCCc3ccccc3)c(=O)c3ccccc32)cc1
  -6%	-3%	.	4%	6%	.	10%	-11%	4%
> O=C(NCCc1c[nH]c2ccccc12)C(=O)NCC(c1cccnc1)N1CCN(c2ccccc2)CC1 (stereo not given)
  -1%	-3%	3	-13%	-21%	?	-22%	0%	-29%
> CCn1c(SCC(=O)c2c(N)n(C)c(=O)n(C)c2=O)nc2sc(C)c(C)c2c1=O
  -4%	.	.	.	.	4%	-14%	-11%	.
> CO/N=C/c1ccc(Sc2ccccc2)c([N+](=O)[O-])c1
  -8%	-6%	-12	-8%	-9%	-3%	1%	?	1%
> O=C(NCc1ccccc1)C1=C[C@H](C2CCCCC2)C[C@H](OCc2ccc(CO)cc2)O1
  -12%	1%	.	?	-13%	-1%	-11%	68%[activator]	-24%
> O=C(CSc1nc(-c2ccccc2)ns1)NCC1CCCO1 (stereo not given)
  -2%	7%	7	3%	-15%	56%	5%	-7%	-12%
> COc1ccccc1CNC(=O)C(C)n1cccc1C(=O)c1ccccc1 (stereo not given)
  1%	-9%	-1	-15%	8%	48%[activator]	-1%	?	3%
> CCOc1ccc(NC(=O)c2ccccc2NS(=O)(=O)c2ccc(F)cc2)c([N+](=O)[O-])c1
  -1%	-3%	1	-17%	-11%	8%	20%	-12%	?
> Nc1cccc2[nH]c(C(F)(F)F)nc12
  -9%	-5%	-25	79µM*	?	?	?	-6%	40µM*
> Cc1nn(Cc2ccc(F)cc2)c(C)c1NC(=O)c1cccnc1Cl
  3%	2%	7	-11%	-15%	-1%	1%	-1%	126%[activator]
> CCCCn1c(CCC)nc([N+](=O)[O-])c1Sc1ccc(Cl)cn1
  -3%	-8%	4	-17%	-3%	-4%	9%	?	6%
> CCC(Oc1ccccc1)C(=O)N1CCN(C(=O)C(CC)Oc2ccccc2)CC1 (stereo not given)
  -6%	7%[11.5 µM]	2	-13%	-6%	12%	22%	-2%	1%
> O=C(NCCCN1CCOCC1)C1(c2ccccc2)CCOCC1
  -1%	7%	0	-17%	-2%	14%	1%	-7%	18%
> Cc1ccc(Sc2c(O)c3ccccc3n(C)c2=O)cc1
  2%	-4%	3	-19%	2%	8%	11%	4%	-6%
> O=S(=O)(c1ccc(Cl)cc1)c1nc(-c2ccco2)oc1SCc1ccccc1F
  -4%	-1%	-13	-13%	-10%	.	-20%	1%	-26%

Entries listed above marked active in POLI inh.
smiles | BLM inh | Tb PGK inh | RXFP1 antag | POLH inh | Pol kappa inh | APEX1 inh | Anesthetic bind | POLI inh
Nc1cccc2[nH]c(C(F)(F)F)nc12 | -9% | -5% | -25 | 79µM* | ? | ? | -6% | 40µM*

Only part of the results is shown. The share of hits here may be higher or lower than overall.
